Compound activity: PubChem BioAssay, National Center for Advancing Translational Sciences (NCATS)
NPC1 promoter act = NPC1 promoter activation. Potency, µM (top dose mostly 9.22 µM), inactives show at the top dose activation, actives largely listed as activators. 320,000 tested, 2.4% active. Huh7 NPC1 promoter luciferase reporter, 24 h. AID 485313;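 note: potency is the fitted concentration of half-maximal effect; % of control where 0% means no effect; nearly all actives have a fitted effect of over 60% in size; reporter is driven by a mutant NPC1 promoter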
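Luminescence from an NPC1 promoter-driven luciferase reporter in stably transfected Huh7 cells was measured after 24 h compound treatment at 37 °C, followed by 10 min ambient incubation with luciferase detection reagent.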
BRCA1 expr act = BRCA1 expression activation | Potency, µM (doses to about 46.1 µM), without a hit: at the top dose activation, hits mostly activators | MCF7-BRCA1-FFLuc reporter, luminescence, 48 h; response scale: scaled: vehicle 0%, 10 µM genistein 100% | 380,000 tested, 1.1% active; note: potency is the fitted concentration of half-maximal effect; nearly all actives have a fitted effect of over 80% in size; some results filed as inactive show a strong effect at the top dose
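MCF7-BRCA1-FFLuc, 2000 cells/well; 2 h attach, 37 °C/5% CO2; compound 48 h; luciferase substrate 15 min; luminescence end-point. Norm. to genistein 10 microM max activation and DMSO; concentration-response curves fitted.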
PKM2 activator = activators of human pyruvate kinase M2. Potency, µM (doses to about 57.5 µM), for inactives: at the top dose activation, usual class: activators. purified PKM2, Kinase-Glo ATP luminescence, activation; response scale: 0% is enzyme alone, no compound. AID 1631. P14618. 260,000 tested, 0.34% active; note: potency is the fitted concentration of half-maximal effect; % is set by controls: 0 for no effect and ±100 for the full control effect; nearly all actives have a fitted effect of over 55% in size
Target sequence (P14618 whole entry, looked up): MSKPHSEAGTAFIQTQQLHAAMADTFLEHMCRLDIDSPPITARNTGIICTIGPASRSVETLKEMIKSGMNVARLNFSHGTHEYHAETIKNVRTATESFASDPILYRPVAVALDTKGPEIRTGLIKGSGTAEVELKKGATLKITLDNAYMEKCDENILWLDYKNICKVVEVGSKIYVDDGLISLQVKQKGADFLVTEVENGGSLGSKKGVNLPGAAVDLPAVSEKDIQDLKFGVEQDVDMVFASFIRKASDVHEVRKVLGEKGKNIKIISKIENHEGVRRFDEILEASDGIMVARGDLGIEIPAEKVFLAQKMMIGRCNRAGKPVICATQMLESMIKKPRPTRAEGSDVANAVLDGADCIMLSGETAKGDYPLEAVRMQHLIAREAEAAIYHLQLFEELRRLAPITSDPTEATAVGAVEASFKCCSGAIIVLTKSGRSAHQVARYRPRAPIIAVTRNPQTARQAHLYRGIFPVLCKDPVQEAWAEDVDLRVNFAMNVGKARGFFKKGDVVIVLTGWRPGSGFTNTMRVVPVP
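Purified hPK-M2 (>95%) run at intermediate activity with 0.1 mM ADP and 0.5 mM PEP in 50 mM imidazole pH 7.2, KCl, MgCl2; 1 h room temperature. ATP formed read by Kinase-Glo luminescence; normalized to uninhibited and no-enzyme controls.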
Gal4-VP16 FLuc = Gal4-VP16 reporter inhibition counter-screen. AID 2546. 310,000 tested, 3.5% active. Potency, µM (highest dose often 53.6 µM), without a hit: top-dose activity, negative = inhibition, hits mostly inhibitors. Drosophila S2 Gal4-VP16 UAS-luciferase, luminescence, 20 h;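 note: Gal4-VP16 expression switched on by copper sulfate through the metallothionein promoter; potency is the fitted concentration of half-maximal effect; % is set by controls: 0 for no effect and ±100 for the full control effect; nearly all actives have a fitted effect of over 50% in size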
Menin-MLL TR inh = menin-MLL binding inhibition, Texas Red mutant peptide | Menin + Texas Red MLL mutant peptide, fluorescence polarization | Potency, µM (doses to about 61.6 µM), without a hit: at the top dose FP activity change, negative = inhibition, actives largely listed as inhibitors | 270,000 tested, 0.23% active | AID 1768; active = well fitted inhibition curve with a large enough effect in the polarisation, with a control signal flat, not every such curve was filed as active; inconclusive = small, poorly fitted or top-dose-only effect, or effect the other way, or a change in a side signal; inactive = no such curve, though single readings can be large or run the other way; the % refers to the polarisation; note: potency is the fitted concentration of half-maximal effect; % of control where 0% means no effect; many of its hits are not listed in these tables
Giardia killer = Giardia lamblia killing | 340,000 tested, 0.15% active | activity change, % at 7.66 µM, hits read low | AID 540267 | Giardia lamblia trophozoite viability; in the data active = activity change below about -80%; inconclusive = between about -30% and that limit;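 note: parasites exposed to compound for two days anaerobically before the ATP read; % is set by controls: 0 for no effect and ±100 for the full control effect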
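Giardia lamblia trophozoites (100 cells/well) were incubated with compounds for 48 h at 37 deg C under anaerobic conditions. Viability was read as ATP content by one-step luminescence after 15-30 min at room temperature.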
ELG1 genotox = inducers of genotoxicity in HEK293T ELG1-luciferase cells | HEK293T ELG1-luciferase reporter, luminescence, 16 h | Potency, µM (titrated, usually from 46 µM), without a hit: top-dose activity change, positive = activation, hits mostly activators | 330,000 tested, 1.3% active | AID 504466; note: potency is the fitted concentration of half-maximal effect; % of control where 0% means no effect; nearly all actives have a fitted effect of over 60% in size
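ELG1-luciferase HEK293T cells, 2,000/well; compound pinned in; 16 hr, 37 °C, 5% CO2; ONE-Glo, 30 min RT; luminescence on CCD imager.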
FLuc counter = inhibits or activates purified firefly luciferase, miR-21 counter-screen. 360,000 tested, 6.9% active. Potency, µM (series often up to 57.5 µM), for the others: at the highest dose activity change, negative = inhibition, usual class: inhibitors. AID 588342. purified FLuc, Km substrates, luminescence inhibition. P08659;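 note: potency is the fitted concentration of half-maximal effect; plate controls were vehicle for no effect and reference inhibitor for full effect; nearly all actives have a fitted effect of over 55% in size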
Target sequence (P08659 whole entry, looked up): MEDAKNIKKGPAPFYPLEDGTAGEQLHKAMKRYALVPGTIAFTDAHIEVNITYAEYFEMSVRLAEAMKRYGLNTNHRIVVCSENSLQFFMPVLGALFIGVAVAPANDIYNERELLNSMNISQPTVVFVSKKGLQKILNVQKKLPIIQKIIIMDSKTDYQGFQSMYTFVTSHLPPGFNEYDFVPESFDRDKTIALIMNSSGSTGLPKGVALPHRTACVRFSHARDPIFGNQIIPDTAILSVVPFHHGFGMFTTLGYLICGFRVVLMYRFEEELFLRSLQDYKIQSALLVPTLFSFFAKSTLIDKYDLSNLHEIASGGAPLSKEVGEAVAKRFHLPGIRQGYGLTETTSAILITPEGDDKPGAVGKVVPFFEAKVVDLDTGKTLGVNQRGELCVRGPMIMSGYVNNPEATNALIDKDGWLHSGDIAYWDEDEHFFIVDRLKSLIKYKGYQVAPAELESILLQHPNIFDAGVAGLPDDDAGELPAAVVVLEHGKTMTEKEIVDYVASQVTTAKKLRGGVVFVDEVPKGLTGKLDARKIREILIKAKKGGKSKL
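Biochemical qHTS of compounds, final roughly 60 µM downward over six points, against 10 nM purified firefly luciferase using Km concentrations of substrates (10 uM D-luciferin, 10 uM ATP) in Tris acetate pH 7.5 buffer; luminescence output.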
Rab9 promoter act = activators of Rab9 promoter. Huh7 Rab9 promoter-luciferase reporter, luminescence, 24 h. 320,000 tested, 2.8% active. Potency, µM (top dose mostly 9.22 µM), inactives show top-dose activation, negative = inhibition, most hits filed as activators; note: potency is the fitted concentration of half-maximal effect; % of control where 0% means no effect; nearly all actives have a fitted effect of over 60% in size
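Huh7 cells stably carrying a Rab9 promoter-luciferase reporter, 1500 cells per well in OP-MEM I with 10% FBS, treated with compound 24 hours at 37C. Luciferase activity read by luminescence after 10 minutes with Amplite reagent.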
p53 reactivator = restores transcriptional activity of mutant p53; H1299 p53-A138V BP100-luciferase reporter, luminescence, 24 h; Potency, µM (series often up to 92.2 µM), for the others: at the highest dose activity change, positive = activation, most hits filed as activators; 320,000 tested, 0.063% active; AID 504706; note: potency is the fitted concentration of half-maximal effect; % of control where 0% means no effect; nearly all actives have a fitted effect of over 45% in size
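p53-null H1299 cells stably carrying temperature-sensitive p53-A138V and a BP100-luciferase reporter were pinned with compounds (4-point, 1:5 series) and held 24 hrs at 37 deg C. Luminescence was read 10 min after detection reagent.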
RORg inh = ROR gamma (mouse) transcription inhibition; 310,000 tested, 5.4% active; AID 2551; Potency, µM (titrated, usually from 53.6 µM), for inactives: at the highest dose activity change, negative = inhibition, hits mostly inhibitors; Drosophila S2 Gal4-RORgamma UAS-luciferase reporter, 20 h; note: potency is the fitted concentration of half-maximal effect; % is set by controls: 0 for no effect and ±100 for the full control effect; nearly all actives have a fitted effect of over 60% in size
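Using a luciferase readout, inhibitors were identified by reduced reporter activity in Drosophila cells coexpressing a copper-inducible Gal4–ROR gamma fusion and UAS-driven Photinus luciferase, incubated 20 hr after 700 uM copper sulfate.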
An asterisk follows results filed as active; u = inconclusive; x = no result given; [ ] = another dose, or the depositor's remark. Unless noted, calls come from the whole dose curve; as a rule, active = well fitted curve in the direction sought with a large enough effect; inconclusive = small, poorly fitted or top-dose-only effect, or another doubt; inactive = no such curve, though single readings can be large; an effect the other way counts as inactive or inconclusive. This is a subset. The share of hits here may be higher or lower than overall.

SMILES	NPC1 promoter act	BRCA1 expr act	PKM2 activator	Gal4-VP16 FLuc	Menin-MLL TR inh	Giardia killer	ELG1 genotox	FLuc counter	Rab9 promoter act	p53 reactivator	RORg inh
CCOC(=O)C1C(C)=C(Nc2ccc(OC)cc2)C(=O)N1c1ccc(OC)cc1 (configuration not stated)	2%	-24%	-10%	-3%	-4%	2	5%	-1%	0%	8%	4%
CC(O)c1nc2ccccc2n1CC(=O)Nc1ccc(F)cc1Cl (configuration not stated)	-3%	5%	4%	-4%	8%	-4	-1%	-1%	-1%	3%	0%
CCOc1ccc(-c2[nH]ncc2Oc2ccccc2OC)c(O)c1	3%	-41%	3%	u	u	-14	2%	u	-2%	-3%	16µM*
COc1cc(C(=O)NNC(=O)C2CCCC2)cc(OC)c1OC	-2%	-6%	-2%	-8%	1%	4	-2%	3%	1%	1%	1%
Cc1ccccc1OCC(=O)OCC(=O)c1cc(C)n(C2CC2)c1C	-4%	12%	x	x	x	-22	4%	u	1%	-2%	x
Cc1cccnc1NC(=O)C1COc2ccccc2O1 (configuration not stated)	-2%	-7%	4%	2%	-1%	9	9%	-2%	-1%	3%	26%
CCOc1cc(C=O)c(Br)cc1OC1CCCC1	-2%	1%	-6%	6%	10%	-3	1%	0%	2%	-3%	24%
Cc1cccc(Cn2c(SCC(=O)Nc3ccccc3)nc3c2c(=O)[nH]c(=O)n3C)c1	-3%	-20%	1.4µM*	18%	26%	-6	-14%	1%	0%	-4%	17%
CCN(CC)C1CCCCC1NS(=O)(=O)c1ccc(Cl)cc1 (configuration not stated)	6%	-2%	-13%	-11%	-23%	-15	-12%	4%	-3%	-2%	11%
O=C(c1ccco1)N1CCN(c2nc3ccccc3c(=O)n2-c2ccccc2)CC1	0%	4%	0%	u	-7%	-3	-5%	-1%	-3%	-3%	-8%
Cc1cccc(NC(=O)CSc2nnc(Cc3ccccc3)o2)c1	-2%	0%	-5%	4%	-3%	13	0%	-7%	-10%	0%	1%
Cc1occc1C(=O)N/N=C/C(Br)=C/c1ccccc1	1.8µM*	u	-12%	-5%	61%[activator]	-8	u	2.7µM*	0.89µM*	18%	u
CCN1CCCC1CNCc1ccccc1OCc1ccc(F)cc1 (configuration not stated)	-2%	-7%	-1%	1%	-9%	-4	-3%	1%	2%	-7%	-4%
O=C(NNC(=O)c1ccc(F)cc1F)c1ccc(-n2cnnn2)cc1	-1%	3%	-8%	-5%	x	14	8%	-2%	2%	5%	-22%
COc1cc(C(=O)NC(=S)N(CCc2ccccc2)CCc2ccccc2)cc(OC)c1OC	-8%	-84%[inhibitor]	-6%	0.79µM*	-18%	0	-9%	0%	-13%	29%	0.4µM*
CN1N=C2c3ccccc3CCC2C1c1ccc(C(F)(F)F)cc1 (configuration not stated)	26%	-26%	0%	4%	x	-13	0%	u	24%	1%	9%
Cc1ccc(NC(=O)COC(=O)C2CCN(c3ccc(C(F)(F)F)cn3)CC2)cc1	0%	-15%	x	x	x	5	3%	-7%	2%	5%	x
CC(=O)c1c(C)[nH]c(C2=NNC(=NC(C)(C)C)SC2)c1C	1.8µM*	82%	10%	u	-9%	8	15µM*	24µM*	1.6µM*	4%	u
CCCCC(=O)Nc1c2c(nn1-c1ccc([N+](=O)[O-])cc1)CS(=O)(=O)C2	-3%	-17%	x	-4%	11%	27	-1%	-9%	-4%	9%	13%
O=C(/C=C/c1cccc(Cl)c1)OCc1cn2cc(Cl)ccc2n1	-5%	-12%	u	-2%	-17%	-28	1%	-11%	0%	-3%	-37%
COc1ccc(/C=C/C(=O)O)cc1S(=O)(=O)NCc1ccco1	2%	0%	-3%	-1%	x	-19	0%	-2%	-2%	-2%	-1%
COC(=O)c1sccc1NC(=O)COc1ccc(Cl)cc1Cl	14%	-29%	-20%	-16%	-15%	14	15%	-1%	u	u	8%
COCC(=O)N1CCC(Oc2ccc(C(=O)N3CCCCCC3)cc2)CC1	-3%	-8%	-9%	3%	2%	-7	-3%	-1%	5%	3%	27%
CC[C@@]1(O)C(=O)OCc2c1cc1n(c2=O)Cc2cc3c(CN(C)C)c(O)ccc3nc2-1	x	-60%	x	u	-1%	-8	x	x	x	x	u
O=C(c1cc(COc2c(F)cccc2F)on1)N1CCCCCC1	u	u	11%	-8%	x	3	u	u	2.8µM*	5%	4%
CCC(c1nnnn1CC1CCCO1)N(CCN1CCOCC1)Cc1cc2cc(C)ccc2[nH]c1=O (configuration not stated)	8%	-10%	-3%	-12%	-14%	0	0%	-5%	-7%	-5%	-25%
N#Cc1cc2c(nc1SCC(=O)NCc1ccc3c(c1)OCO3)CCCCC2	3%	-32%	-3%	-1%	-26%	16	-1%	3%	-2%	15%	21%
O=C(O)CSc1cn(Cc2ccccc2)c2ccccc12	-3%	-19%	x	6%	10%	-12	0%	-1%	1%	-2%	-1%
O=c1c(C(c2ccc(O)cc2)c2c(O)nc3n(c2=O)CCCS3)c(O)nc2n1CCCS2	-4%	1%	5%	2%	u	-18	2%	-16%	-6%	-8%	0%
Cc1c(C(=O)N2CCN(Cc3ccc4c(c3)OCO4)CC2)cccc1[N+](=O)[O-]	-3%	12%	2%	u	1%	-8	-6%	-2%	-5%	0%	13%
Cc1ccc(O)c(NC(=O)CCC2CCCCC2)c1	u	4µM*	2%	24%	17%	10	u	7.6µM*	24%	10%	35%
Cc1[nH]c2ccc(S(N)(=O)=O)cc2c1C	10%	6%	-4%	-5%	1%	-10	3%	-1%	-3%	1%	-1%[10 µM]
Cc1nnsc1Sc1ccccc1	0%	4%	8%	-1%	13%	1	4%	-8%	-6%	1%	-11%
CC1CCc2cccc3c2N1c1cc(C#N)c(C#N)cc1O3 (configuration not stated)	-4%	-52%	8%	-5%	31%[activator]	1	-5%	8%	-1%	5%	25%
COc1ccc(OC)c(CCNC(=O)c2nn(C)c3c2CS(=O)(=O)c2ccccc2-3)c1	-2%	-23%	x	10%	x	-10	-5%	-2%	3%	-1%	-1%
CCOc1ccc(C(=O)NCC(=O)OCC(=O)c2ccc3c(c2)-c2ccccc2C3)cc1	-2%	32%	-3%	7%	u	-6	4%	-10%	6%	-4%	22%
COc1cc(C(=O)NCC(c2ccc(F)cc2)N2CCOCC2)ccc1OCc1ccccc1Cl (configuration not stated)	-1%	-27%	x	x	x	8	-1%	-4%	-5%	-7%	x
COc1ccc(-c2cc(C(=O)N3CCCCCC3)no2)cc1OC	u	u	-1%	6%	-7%	21	u	24µM*	u	14%	42%
CCn1ncc(Br)c1C(=O)Nc1ccc(-c2ccno2)cc1	0%	7%	x	4%	x	-11	0%	-7%	6%	-2%	22%
O=c1oc2ccccc2cc1-c1nc2c(s1)CCCC2	u	-15%	-23%	u	-1%	-20	u	0.15µM*	0.4µM*	113%	u
O=C(CN1C(=O)NC2(CCCC2)C1=O)Nc1ccc(F)c([N+](=O)[O-])c1	-5%	-12%	-6%	1%	13%	45[activator]	-1%	-3%	-1%	8%	-16%
CCC(C)(C)NC(=O)/C=C/c1cccs1	1%	41%	-2%	u	1%	-24	1%	-12%	1%	14%	37%
Cc1cccc(-n2c(-c3csc(C)c3)n[nH]c2=S)c1	-6%	15%	-9%	8.9µM*	0%	-7	0%	-10%	-7%	2%	4µM*
CNS(=O)(=O)c1cnccc1N1CCN(c2cccc(Cl)c2)CC1	x	-24%	-1%	6%	29%	-2	x	6%	x	x	-9%
CC(=O)C1=NOC2C(=O)N(c3ccc(Cl)cc3)C(=O)C12 (configuration not stated)	3%	-19%	x	7%	-11%	2	-1%	1%	2%	-1%	-12%
COc1ccc(C(=O)NCCc2nnc3ccc(SCC(=O)Nc4cc(C)on4)nn23)cc1	-1%	-14%	1%	4%	7%	-11	3%	-1%	-1%	-3%	-9%
O=C(ONC1=NCCCCC1)c1ccc(Cl)cc1	-4%	-46%	0%	u	x	7	0%	u	-35%[inhibitor]	-20%	u
O=C(Nc1nc(-c2cccs2)cs1)c1cccc(S(=O)(=O)N2CCCCC2)c1	-4%	-42%	2%	x	u	6	-3%	-15%	1%	-3%	-6%[0.365 µM]
O=C(Nc1ccc(NC(=O)c2cccs2)cc1)c1ccc(Br)o1	9%	12%	-9%	-1%	u	4	u	0%	28%	0%	3%
